V1R ag counter = activates human V1a receptor in oxytocin agonist counter-screen | AID 2797 | actives 0.25% (n = 320,000) | activation, % at 3 µM | CHO-V1R cells, Fluo-8 calcium fluorescence, agonist mode; 0% DMSO, 100% 3 nM vasopressin | P37288;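 active = activation above the mean activation of all tested compounds plus 3 SD, per screening run, cut at about 20% in these data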;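 note: signal is peak over basal fluorescence ratio across a 100 second FLIPR read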
OXTR agonist = human OXTR agonism. P30559. CHO-OTR cells, Fluo-8 calcium fluorescence; normalized: DMSO 0%, oxytocin 100%. activation, % at 3 µM. actives 0.32% (n = 320,000);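 active = activation above the mean of all tested compounds plus 3 SD, cutoff set per screening run, cut at about 20% in these data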;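 note: peak over basal fluorescence ratio from a 100 s FLIPR kinetic read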
MEKK3 PB1 HTS = MEKK3-MEK5 PB1 interaction, increase or decrease; actives 1.4% (n = 290,000); Q99759; bead-based flow cytometry, Alexa488-MEK5 binding to MEKK3; actives lie on both sides; 0 = blocked by unlabeled MEK5, 100 = vehicle; binding response (% of control), % at 10 µM; AID 1529;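 active = binding response more than 3 SD above or below the average of its plate-row segment, actives on both sides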;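 note: Alexa488 bead fluorescence after subtracting the streptavidin-only scavenger bead signal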
Target sequence (Q99759 whole entry, looked up): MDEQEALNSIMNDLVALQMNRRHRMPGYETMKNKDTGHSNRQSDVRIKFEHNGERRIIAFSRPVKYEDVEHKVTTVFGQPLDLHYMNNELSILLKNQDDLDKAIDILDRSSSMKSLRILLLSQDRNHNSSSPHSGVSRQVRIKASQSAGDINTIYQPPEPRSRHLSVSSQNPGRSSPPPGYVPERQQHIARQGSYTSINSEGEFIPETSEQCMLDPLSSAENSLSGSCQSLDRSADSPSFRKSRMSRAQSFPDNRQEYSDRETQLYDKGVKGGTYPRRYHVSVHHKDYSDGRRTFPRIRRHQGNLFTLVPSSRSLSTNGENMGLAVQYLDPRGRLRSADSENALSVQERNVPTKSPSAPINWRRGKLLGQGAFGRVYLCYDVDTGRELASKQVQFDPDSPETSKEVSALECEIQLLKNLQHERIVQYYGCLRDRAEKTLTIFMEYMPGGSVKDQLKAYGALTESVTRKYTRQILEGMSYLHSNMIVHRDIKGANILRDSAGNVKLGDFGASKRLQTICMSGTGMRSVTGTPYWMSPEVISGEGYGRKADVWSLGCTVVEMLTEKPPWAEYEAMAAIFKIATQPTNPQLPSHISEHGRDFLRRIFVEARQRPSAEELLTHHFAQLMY
PHOSPHO1 inh = PHOSPHO1 (human) inhibition; recombinant PHOSPHO1, absorbance phosphatase assay; inhibition, % at 13.3 µM; actives 1.1% (n = 290,000); AID 1565; in the data active = inhibition above about 60%
GalR3 antag = antagonists of human GalR3; O60755; HEK293 GalR3-CNG cAMP membrane potential fluorescence; galR3 body fused to GalR1 C-terminus; inhibition, % at 3 µM; actives 0.44% (n = 360,000); AID 651719;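 active = inhibition above the screen-wide average plus 3 SD, cut at about 13% in these data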;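 note: forskolin and galanin both at EC90 stimulate the cells; cAMP rise reported by CNG channel membrane potential dye signal; 0% = forskolin plus galanin with DMSO and 100% = forskolin alone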
NALP1 yeast inh = NALP1 inhibition; S. cerevisiae NALP1/ASC/caspase-1 growth, X-gal OD620, 72 h; inhibition, % at 10 µM; actives 0.61% (n = 280,000); in the data active = inhibition mostly above about 24%, no sharp cut-off; inactive = mostly below about 32%; note: some compounds called inactive have numbers as strong as hits
GPR7 antag = blocks human GPR7 receptor signaling; actives 1.1% (n = 290,000); AID 1861; inhibition, % at 4.4 µM; P48145; GPR7-expressing cells, fluorescence antagonist assay; in the data active = inhibition above about 16%, passing the limit was not always enough;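 note: cells stimulated with the agonist NPW; 0% = agonist with vehicle and 100% = vehicle without agonist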
Target sequence (P48145 whole entry, looked up): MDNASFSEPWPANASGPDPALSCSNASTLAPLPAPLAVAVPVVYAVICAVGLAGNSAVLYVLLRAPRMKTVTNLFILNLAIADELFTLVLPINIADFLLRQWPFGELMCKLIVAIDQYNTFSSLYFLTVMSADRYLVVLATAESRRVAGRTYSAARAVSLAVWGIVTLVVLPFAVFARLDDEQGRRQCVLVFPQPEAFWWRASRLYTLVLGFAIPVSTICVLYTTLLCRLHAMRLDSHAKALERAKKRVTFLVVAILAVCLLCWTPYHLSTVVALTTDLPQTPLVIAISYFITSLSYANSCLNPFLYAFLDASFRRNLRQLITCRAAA
MEKK2 mut-MEK5 = signal of MEK5 binding to mutant human MEKK2 PB1 domain; bead flow cytometry, Alexa488-MEK5 binding to MEKK2 mutant; percent response, % at 10 µM; actives 0.35% (n = 290,000); AID 1530; in the data active = percent response above about 24%, passing the limit was not always enough; note: inactives centre near 1; some results filed as inactive read as strong as hits; reference of the scale not given here
MEKK2 WT-MEK5 = raises or lowers MEK5 binding to wildtype human MEKK2 PB1 domain | Q9Y2U5 | binding response (% of control), % at 10 µM | bead flow cytometry, Alexa488-MEK5 binding to MEKK2 WT; actives lie on both sides | AID 1531 | actives 1.1% (n = 290,000); in the data active = binding response below about 67% or above about 130%
Numbers without * were called inactive; / = no result given. Random draw from the library; any-hit rate near 5.4%.

SMILES	V1R ag counter	OXTR agonist	MEKK3 PB1 HTS	PHOSPHO1 inh	GalR3 antag	NALP1 yeast inh	GPR7 antag	MEKK2 mut-MEK5	MEKK2 WT-MEK5
O=C(C1CC(=O)N(c2ccc(F)cc2)C1)N1CCCCC1 (configuration not stated)	-0.3	0.9	95	32	-1	16	-2	-4	96
Cc1ccc(CNC(=O)CN(c2cccc([N+](=O)[O-])c2)S(C)(=O)=O)cc1	-0.6	-0.5	102	32	-4	6	-8	3	101
CCn1c(=O)c(C(=O)Nc2ncccc2O)c(O)c2ccccc21	0.5	-0.6	102	44	4	-4	-4	6	109
Cc1ccccc1CCN1CCCC(CN(C)CC(C)(C)C)C1 (configuration not stated)	3.9	-0.1	103	/	-4	-21	-18	5	108
O=C(NCCCN1CCN(Cc2ccccc2)CC1)c1nnc(Cc2c(F)cccc2Cl)o1	0.4	1.8	96	4	-8	-9	6	2	109
CC(C)C(=O)NC(=S)Nc1ccc(S(=O)(=O)N2CCCC2)cc1	1.9	0.9	106	9	0	23	-4	3	108
O=C(NCCN1CCCC1)c1cccc(Cl)c1	0.3	-0.1	102	60*	-2	-15	-8	2	104
CC(/C=N/Nc1nc(N2CCCCC2)nc(N2CCCCC2)n1)=C\c1ccccc1	-0.1	0.9	103	6	-4	-15	-1	5	98
Cc1cccc(NC(=S)N2CCN(c3ccccn3)CC2)c1	1.1	0.3	110	29	-4	2	-21	17	109
CCc1ccc(CNC(=O)c2ccc(NC(=O)C3=CSCCO3)cc2)cc1	0.4	0.2	97	49	-7	9	9	3	100
COc1cccc(C2CC(c3cccs3)=NN2C(=O)CSC2=NCCS2)c1OC (configuration not stated)	0.0	0.7	98	17	-1	5	1	5	101
Cc1ccccc1CN1C[C@@H]2C[C@@H](c3ccc4nsnc4c3)N3CCC[C@@]23C1=O	-0.3	-1.6	98	30	8	-8	-5	4	98
CCn1ncc(Br)c1C(=O)Nc1cc(C)on1	/	/	95	/	-1	26	-16	-6	96
Cc1cccc(NC(=O)CSc2nnc(-c3ccco3)n2CC2CCCO2)n1 (configuration not stated)	1.0	-0.9	105	1	-3	-4	-10	10	104
S=C(NCC1CCCO1)Nc1ccc(Cl)cc1 (configuration not stated)	2.0	2.2	141*	14	-3	2	-10	1	107
CCCOC(=O)C1[C@H]2C(=O)N(CCCOC)C[C@]23C=C[C@H]1O3 (some centres not stated)	-0.1	0.1	102	-14	-3	4	-25	2	100
O=C(Cn1cc(C(F)(F)F)ccc1=O)NC(c1ccccc1)c1ccccc1	0.9	-0.3	96	-7	-3	20	1	2	96
Cc1ccc(-n2c(SCC(=O)Nc3cc(C)on3)nc3ccccc3c2=O)cc1	0.8	1.9	104	1	-7	-6	-6	10	103
Cc1c(C(=O)O)sc(=S)n1CCOc1ccccc1	1.0	0.5	98	19	2	-2	-3	9	110
Cc1cccc(NC(=O)COc2cccc3c2CCN(C)C3=O)c1C	3.3	2.1	96	57	1	21	-7	-8	90
O=C(Nc1nc2c(s1)CCCC2)c1cccs1	1.3	1.6	98	-12	-6	16	1	4	102
COc1cccc(CNC(=O)Cn2c(=O)oc3ccccc32)c1OC	0.4	-0.3	105	30	3	17	0	7	107
Cc1ccc(NC(=O)/C=C/c2ccco2)nc1	-0.6	-1.2	101	6	6	41	4	3	102
CC1(C)N=C(c2cccs2)C(C)(C)N1O	-0.4	-0.1	89	14	-1	3	9	-10	95
CC(=O)N[C@@H](C)C(=O)N1CCN(S(=O)(=O)c2ccc(Cl)cc2)CC1	0.3	0.0	105	9	4	-5	-4	3	98

6 compounds picked at random from the list so far:
SMILES	V1R ag counter	OXTR agonist	MEKK3 PB1 HTS	PHOSPHO1 inh	GalR3 antag	NALP1 yeast inh	GPR7 antag	MEKK2 mut-MEK5	MEKK2 WT-MEK5
CCCOC(=O)C1[C@H]2C(=O)N(CCCOC)C[C@]23C=C[C@H]1O3 (some centres not stated)	-0.1	0.1	102	-14	-3	4	-25	2	100
CC(=O)N[C@@H](C)C(=O)N1CCN(S(=O)(=O)c2ccc(Cl)cc2)CC1	0.3	0.0	105	9	4	-5	-4	3	98
Cc1cccc(NC(=O)COc2cccc3c2CCN(C)C3=O)c1C	3.3	2.1	96	57	1	21	-7	-8	90
Cc1ccccc1CN1C[C@@H]2C[C@@H](c3ccc4nsnc4c3)N3CCC[C@@]23C1=O	-0.3	-1.6	98	30	8	-8	-5	4	98
Cc1c(C(=O)O)sc(=S)n1CCOc1ccccc1	1.0	0.5	98	19	2	-2	-3	9	110
S=C(NCC1CCCO1)Nc1ccc(Cl)cc1 (configuration not stated)	2.0	2.2	141*	14	-3	2	-10	1	107

The results go on.
SMILES	V1R ag counter	OXTR agonist	MEKK3 PB1 HTS	PHOSPHO1 inh	GalR3 antag	NALP1 yeast inh	GPR7 antag	MEKK2 mut-MEK5	MEKK2 WT-MEK5
COc1ccc(NC(=O)CN2CCN(C(=S)NC3CCCC3)CC2)cc1	1.0	2.2	107	28	2	/	-3	4	106
O=C(CCCC(=O)N1CCN(c2cccc(Cl)c2)CC1)c1ccccc1	3.9	3.1	96	12	2	14	1	0	98
CCOC(=O)c1cnn(-c2ccccc2)c1-c1ccncc1	0.5	-0.2	97	24	-10	21	12	0	100
CCCn1c(SC2C(=O)CC(C)(C)CC2=O)nc2c1c(=O)n(C)c(=O)n2C	0.6	-0.1	110	58	-4	7	-11	10	107
Cc1ccc(NC(=O)c2noc3c2CCCCC3)cc1	-1.1	-1.3	83	14	-9	-22	-14	-7	88
NC(=O)c1ccsc1NC(=O)COC(=O)Cc1ccsc1	8.0	11	104	24	0	28	8	2	110
COCC(C)n1c(C)cc(C(=O)COC(=O)C2=NN(c3ccccc3)C(=O)CC2)c1C (configuration not stated)	0.1	-0.9	104	28	/	1	-6	-4	102
CSc1nnc2c3ccccc3n(CCc3ccccc3)c2n1	-1.3	-2.7	101	28	-7	-18	4	-1	95
Cc1ccccc1C(=O)c1cccn1CC(=O)NCCCN1CCc2ccccc2C1	0.0	1.0	111	-5	0	-10	-1	12	126
O=C(Nc1nccs1)c1ccc2ccccc2n1	0.1	-1.2	98	23	-10	2	-2	2	105
O=C(CSc1nnc2ccccn12)N1CCOCC1	1.9	1.1	103	31	/	0	-12	4	106
CCc1ccc(N2C(=O)CN(Cc3cc(OC)c(OC)c(OC)c3)C2=S)cc1	2.3	-0.7	105	11	3	24	-12	4	101
Cc1cc2c(cc1C)C(c1ccccc1OC(C)C)CC(=O)N2 (configuration not stated)	0.0	-0.9	109	40	-10	9	-7	15	105
CCN(CC1COc2ccccc2O1)C(=S)Nc1ccccc1 (configuration not stated)	0.6	-0.6	106	-9	-7	11	5	7	105
C=CCc1ccc(OCCOCCOc2cccc3ccc(C)nc23)c(OC)c1	8.5	7.6	97	-25	-3	16	-7	5	106
CC(NCc1ccccc1OC1CCCC1)c1ccccc1 (configuration not stated)	2.3	5.4	107	37	-13	/	30*	8	116
O=C(CSCc1ccc(F)cc1)Nc1ccc(F)cc1	-0.8	-3.5	99	7	2	39	0	-2	96
NNC(=O)c1nnn(-c2nonc2N)c1CN1CCCC1	0.0	-0.8	104	/	-8	-22	-9	7	104
CC(=O)c1c(C)[nH]c(C(=O)OCC(=O)Nc2ncc(Cl)c(C)c2Cl)c1C	2.5	1.6	101	3	-1	8	-5	0	97
COc1ccc(C(=O)O/N=C(/c2ccccc2)c2ccncc2)cc1	-1.6	-1.9	84	-15	-6	-8	13	-15	73
Cc1ccc(-n2nc3ccc(NC(=O)c4cccc([N+](=O)[O-])c4C)cc3n2)cc1	0.1	0.4	112	-7	-6	10	4	0	103
COc1ccc(CCN(C)C(=O)CSc2nnc(-c3ccco3)o2)cc1OC	-0.2	-0.3	105	47	-4	3	-15	6	111
Cc1c(Br)c([N+](=O)[O-])nn1CC(=O)Nc1sc2c(c1C(=O)OC(C)C)CCC(C)C2 (configuration not stated)	0.4	0.8	111	-9	4	22	-4	24	101
C=CCN1C(=O)C(Cc2ccccc2Cl)SC1=Nc1ccc(C(=O)O)cc1 (configuration not stated)	9.9	21*	104	16	0	14	-3	-2	100
CCC(C)NC(=O)CSc1nc2ccsc2c(=O)n1NC(=O)c1ccccc1 (configuration not stated)	-0.3	-0.2	96	-9	-5	-5	3	-3	97

Later entries:
SMILES	V1R ag counter	OXTR agonist	MEKK3 PB1 HTS	PHOSPHO1 inh	GalR3 antag	NALP1 yeast inh	GPR7 antag	MEKK2 mut-MEK5	MEKK2 WT-MEK5
COc1ccc(/C=N/N=C(\N)c2nonc2N)cc1	/	/	97	24	-6	12	-7	-6	92
CC(C)Cc1cc(C(=O)Nc2ccc3c(c2)OCO3)no1	-1.2	-2.3	109	-34	/	19	3	4	110
CC(=O)C1=C(C)NC(=O)NC1c1ccc2c(c1)OCO2 (configuration not stated)	0.1	0.1	105	18	-3	25	2	2	99
Cc1nc(-c2cccc(N)c2)cs1	0.0	0.5	106	-6	0	39	-6	4	106
O=C(NC1CC(=O)c2sccc21)c1ccc(Cl)cc1Cl (configuration not stated)	-0.7	0.2	106	47	-5	-15	-9	1	107
CC(C)(Cl)C1Cc2cc3ccc(=O)oc3cc2O1 (configuration not stated)	1.6	-0.3	104	28	-7	24*	-2	0	104
COc1cc(NC(=O)c2ccccc2)ccc1NC(=O)c1cc2ccccc2o1	0.3	-0.1	101	44	-5	16	-5	-2	99
O=C(NCc1ccco1)C1CC(c2ccc(Cl)cc2)=NO1 (configuration not stated)	1.9	1.0	100	41	-6	19	16	-6	92
Cc1noc(N)c1C(=O)Nc1ccc(F)c(Cl)c1	0.2	1.5	102	-1	-7	1	7	-1	101
Cc1ccsc1C(=O)OCC(=O)N1CCOCC1	1.0	0.5	103	-9	-2	20	3	2	108
Oc1ccc(CNc2ccc(F)cc2)c2cccnc12	0.7	1.3	103	95*	-3	-33	3	2	100
CCC(C)(C)n1nnnc1C(c1cc2cc(C)cc(C)c2[nH]c1=O)N1CCN(Cc2ccc3c(c2)OCO3)CC1 (configuration not stated)	/	/	/	11	5	-6	1	/	/
O=S(=O)(CC(CN1CCOCC1)N1CCOCC1)c1ccccc1 (configuration not stated)	0.1	0.0	103	-16	-1	1	-9	7	103
CC[n+]1c(/C=C/c2ccc(OC)c(OC)c2)ccc2ccccc21	1.3	2.2	104	14	-10	12	-8	0	106
O=S(=O)(Nc1cccc(-n2cnnn2)c1)c1ccc(Cl)cc1	5.8	7.1	101	23	-4	14	-13	0	102
CN(C)C(CNC(=O)Cc1cccc(C(F)(F)F)c1)c1ccco1 (configuration not stated)	8.0	-0.3	107	-7	1	13	-7	-2	99
N=C1/C(=C/c2cccs2)C(=O)N=C2SN=C(SCc3ccccc3)N12	-0.5	1.0	93	6	-2	10	-10	-9	84
Cc1ccc(NC(=O)c2cc(-c3cccs3)nc3ccccc23)nc1	-1.2	-2.1	96	-2	6	6	-12	3	101
COc1cc2c(cc1OC)CN(C(=S)Nc1ccc(C)cc1C)CC2	1.2	-0.6	103	5	-3	30	-7	3	104
CN(C)CCNC(=O)c1ccc2c(=O)n(Cc3ccc(Cl)cc3)c(=S)[nH]c2c1	-0.2	0.3	111	15	-10	11	17	25*	138*
Cn1c(=Nc2ccc(N3CCOCC3)cc2)ccc2ccccc21	0.8	1.1	94	96*	-5	-2	1	-7	93
CC(NC(=O)Cn1c(NCCO)nc2ccccc21)C1CC2CCC1C2 (configuration not stated)	-0.3	-0.5	/	53	-6	-9	33*	/	/
CC1CCCC(NC(=O)C2N(CCCN3CCCC3)C(=O)C3C(C(=O)Nc4cccc(Cl)c4)C4C=CC32O4)C1C (configuration not stated)	3.8	-1.7	99	-12	-9	18	-1	4	109
Cc1nc(C(=O)Nc2ccccc2)sc1C1(C)CC(c2cccnc2)=NO1 (configuration not stated)	7.1	6.7	93	35	1	/	/	6	94

Bioassay records as filed in PubChem.
